GALK inh: blocks human galactokinase activity; P51570; Purified GALK, Kinase-Glo residual ATP luminescence; Potency, µM (series often up to 57.5 µM), without a hit: at the top dose activity change, negative = inhibition, actives largely listed as inhibitors; 270,000 compounds, 0.007% hits; AID 1868; note: potency is the fitted concentration of half-maximal effect; % is set by controls: 0 for no effect and ±100 for the full control effect
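Luminescence from leftover ATP (Ultra-Glo luciferase/luciferin) served as read-out after a 1 h room-temperature reaction of 5 nM GALK with 35 uM ATP and 100 uM galactose.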
Coupling enz: inhibits coupling enzyme system, counter-screen for aldolase hits; coupling enzyme system counterscreen, AmpLite Red fluorescence; activity change, negative = inhibition, % at 58.2 µM, hits read low; 290,000 compounds, 0.67% hits; AID 2472; in the data active = activity change below about -30%; note: % is set by controls: 0 for no effect and ±100 for the full control effect
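First, compound is pin-transferred into glyceraldehyde-3-phosphate coupling-enzyme reagent at 57.5 uM final and held 10 min at RT. Next, substrate, coupling system and AmpLite Red are added. After 20 min RT, fluorescence (525/598 nm) is read.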
USP2a block: inhibitors of human ubiquitin-specific protease USP2a; O75604; USP2 core, Ub-CHOP2 coupled fluorogenic reporter, 485/531; Potency, µM (titrated, usually from 38.3 µM), for the others: at the top dose activity change, negative = inhibition, actives largely listed as inhibitors; 330,000 compounds, 0.01% hits;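 note: potency is the fitted concentration of half-maximal effect; plate controls were DMSO wells for no effect and full inhibition by NEM control for full effect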
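Deubiquitinase activity read as fluorescence (485/531 nm) after Ub-CHOP2 cleavage activates the enterokinase reporter on its substrate; USP2 core 10nM, Ub-CHOP2 and substrate 25nM each, 30min compound preincubation then 60min RT; data normalized to NEM, curves fitted.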
Giardia killer: Giardia lamblia killing; Giardia lamblia trophozoite viability; activity change, % at 7.66 µM, hits read low; 340,000 compounds, 0.15% hits; in the data active = activity change below about -80%; inconclusive = between about -30% and that limit;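 note: parasites exposed to compound for two days anaerobically before the ATP read; % is set by controls: 0 for no effect and ±100 for the full control effect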
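Compounds were tested on trophozoites seeded at 100 cells/well and held 48 hrs at 37 deg C anaerobically. An ATP-based luminescent kit measured the remaining live cells.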
CXXC DNA block: inhibitors of human MLL CXXC domain-DNA interaction. Q03164. MLL-CXXC / FITC-HOXA9 DNA fluorescence polarization. Potency, µM (doses to about 115 µM), for inactives: top-dose activity change, negative = inhibition, most hits filed as inhibitors. 290,000 compounds, 0.037% hits; active = well fitted inhibition curve with a large enough effect in the polarisation, with a control signal flat, not every such curve was filed as active; inconclusive = small, poorly fitted or top-dose-only effect, or effect the other way, or a change in a side signal; inactive = no such curve, though single readings can be large or run the other way; the % refers to the polarisation; note: potency is the fitted concentration of half-maximal effect
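Fluorescence polarization: 7 uM MLL-CXXC (stock) preincubated 5 min with compounds, then 50 nM fluorescein-HOX-A9 DNA (stock) added; 30 min ambient. Buffer 50 mM Tris-HCl pH 7.5, 50 mM NaCl, 1 mM DTT, 0.05% BSA.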
KCNH2 3.1 inh: KCNH2 3.1 (human) potassium channel inhibition | U2OS KCNH2 3.1, thallium flux FluxOr; hits give low values | activity change, % (tested at about 1.8 µM) | 340,000 compounds, 0.95% hits | AID 720553;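 active = maximum activity change below -70%; inconclusive = maximum activity change from -70% to -50%; inactive = maximum activity change above -50%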;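 note: thallium influx rate constant from kinetic fluorescence after stimulation buffer; % is set by controls: 0 for no effect and ±100 for the full control effect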
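Normalized rate constant (relative to positive and negative DMSO controls) derived from a 2 min kinetic fluorescence read after stimulation; U2OS cells expressing the 3.1 isoform via virus at 1.77 x 10^8 /mL.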
B2AR arrestin: agonists driving beta-arrestin recruitment to human beta2-adrenergic receptor; P07550; beta-arrestin recruitment to beta2AR, cell-based reporter; Potency, µM (series often up to 46.1 µM), for inactives: at the top dose activation, usual class: activators; 330,000 compounds, 0.02% hits; AID 492947;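 note: potency is the fitted concentration of half-maximal effect; 0% = DMSO controls and full agonism = EC100 isoproterenol or metaproterenol; nearly all actives have a fitted effect of over 65% in size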
Menin MLL FP TR: displaces Texas Red mutant MLL peptide from human menin | Potency, µM (highest dose often 61.6 µM), for the others: at the top dose FP activity change, negative = inhibition, usual class: inhibitors | Menin + Texas Red MLL mutant peptide, fluorescence polarization | O00255 | AID 1768 | 270,000 compounds, 0.23% hits; active = well fitted inhibition curve with a large enough effect in the polarisation, with a control signal flat, not every such curve was filed as active; inconclusive = small, poorly fitted or top-dose-only effect, or effect the other way, or a change in a side signal; inactive = no such curve, though single readings can be large or run the other way; the % refers to the polarisation; note: potency is the fitted concentration of half-maximal effect; % of control where 0% means no effect; many of its hits are not listed in these tables
PKM2 act: activators of human pyruvate kinase M2; purified PKM2, Kinase-Glo ATP luminescence, activation; response scale: 0% is enzyme alone, no compound; Potency, µM (titrated, usually from 57.5 µM), inactives show at the top dose activation, usual class: activators; 260,000 compounds, 0.34% hits; P14618; note: potency is the fitted concentration of half-maximal effect; % is set by controls: 0 for no effect and ±100 for the full control effect; nearly all actives have a fitted effect of over 55% in size
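ATP formation by purified human PK-M2, quantified via coupled luciferase luminescence after 1 h at room temperature with 0.1 mM ADP and 0.5 mM PEP final.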
KCNH2 WT inh: blocks the wildtype human KCNH2 potassium channel; Q12809; U2OS, BacMam KCNH2, thallium flux FluxOr; hits give low values; activity change, % at 1.84 µM; 340,000 compounds, 0.37% hits; AID 720551;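 active = maximum activity change below -70%; inconclusive = maximum activity change between -70% and -50%; inactive = maximum activity change above -50%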; note: % is set by controls: 0 for no effect and ±100 for the full control effect
Target sequence (Q12809 whole entry, looked up): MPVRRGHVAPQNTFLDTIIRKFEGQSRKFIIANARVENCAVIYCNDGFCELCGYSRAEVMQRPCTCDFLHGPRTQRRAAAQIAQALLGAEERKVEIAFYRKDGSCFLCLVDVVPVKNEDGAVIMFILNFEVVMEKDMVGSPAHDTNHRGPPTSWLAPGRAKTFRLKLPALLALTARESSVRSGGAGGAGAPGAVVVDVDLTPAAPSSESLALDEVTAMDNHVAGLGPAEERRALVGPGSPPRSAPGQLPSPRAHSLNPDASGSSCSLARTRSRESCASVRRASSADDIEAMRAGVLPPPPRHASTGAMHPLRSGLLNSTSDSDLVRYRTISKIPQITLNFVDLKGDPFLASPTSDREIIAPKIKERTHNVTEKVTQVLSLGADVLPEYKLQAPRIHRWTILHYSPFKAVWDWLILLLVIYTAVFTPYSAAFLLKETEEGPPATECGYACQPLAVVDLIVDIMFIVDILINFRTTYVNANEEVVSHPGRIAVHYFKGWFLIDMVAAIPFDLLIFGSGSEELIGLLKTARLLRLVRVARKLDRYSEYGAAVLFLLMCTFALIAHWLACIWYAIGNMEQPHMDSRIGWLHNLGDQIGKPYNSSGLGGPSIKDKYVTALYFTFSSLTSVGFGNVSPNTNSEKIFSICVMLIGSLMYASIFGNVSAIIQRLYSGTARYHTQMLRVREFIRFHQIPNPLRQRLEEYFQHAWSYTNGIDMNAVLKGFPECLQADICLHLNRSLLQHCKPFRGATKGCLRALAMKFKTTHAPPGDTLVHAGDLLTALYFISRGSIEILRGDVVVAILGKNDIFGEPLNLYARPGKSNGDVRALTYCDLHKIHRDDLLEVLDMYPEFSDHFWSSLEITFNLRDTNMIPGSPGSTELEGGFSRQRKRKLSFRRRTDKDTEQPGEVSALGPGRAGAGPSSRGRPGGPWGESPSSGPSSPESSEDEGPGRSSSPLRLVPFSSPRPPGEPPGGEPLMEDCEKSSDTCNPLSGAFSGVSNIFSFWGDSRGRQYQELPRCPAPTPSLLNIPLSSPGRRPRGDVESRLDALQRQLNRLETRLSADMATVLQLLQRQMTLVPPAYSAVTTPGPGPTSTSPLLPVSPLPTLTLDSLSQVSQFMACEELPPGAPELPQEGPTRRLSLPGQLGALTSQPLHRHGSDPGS
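U2OS cells were transduced with wild-type KCNH2 virus (2.03 x 10^8 / mL) for 4 h at room temperature, then cultured overnight at 37 C. Thallium flux was read with FluxOr dye. Rate constants were normalized to DMSO controls.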
TRPV1 ag: agonists of human vanilloid receptor 1 (TRPV1); Q8NER1; 320,000 compounds, 0.19% hits; TRPV1-expressing cells, Fluo-8 calcium influx, agonist mode; activation, % at 8.33 µM; in the data active = activation above about 80%; inconclusive = between about 30% and that limit; note: 0% is about no effect
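TRPV1-expressing cells were cultured overnight at 35.5C and loaded with Fluo-8 calcium dye for 40 to 90 min at room temperature. After a 10 s baseline, compound was added and calcium influx was read kinetically for 3 min (ex 480/em 520 nm).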
* marks the source's active call; other numbers are inactive results; ? = inconclusive; nt = no result given; [ ] = dose if it differs, or a comment. Unless noted, calls come from the whole dose curve; as a rule, active = well fitted curve in the direction sought with a large enough effect; inconclusive = small, poorly fitted or top-dose-only effect, or another doubt; inactive = no such curve, though single readings can be large; an effect the other way counts as inactive or inconclusive. These rows are one share of the data; rates above refer to the full screens.

SMILES	GALK inh	Coupling enz	USP2a block	Giardia killer	CXXC DNA block	KCNH2 3.1 inh	B2AR arrestin	Menin MLL FP TR	PKM2 act	KCNH2 WT inh	TRPV1 ag
Cc1cccc2c1-c1sc(C(=O)Nc3nccs3)cc1CO2	2%	1	-1%	-14	-8%	-5	0.0%	?	-2%	3	30
COc1ccc(CCNC(=O)COc2ccc(S(=O)(=O)NC(C)C)cc2)cc1OC	1%	1	0%	-5	7%	13	-0.9%	6%	-1%	-6	1
CC(c1ccco1)N(C(=O)C12CC3CC(CC(C3)C1)C2)c1ccccn1 (stereo unspecified)	1%	0	-3%	-7	-12%	11	-0.1%	-11%	-4%	0	27
Cc1cc(C)c(C(=O)CSc2nnc(-c3ccccc3Br)o2)cc1C	-2%	2	-1%	-5	3%	-9	-0.3%	?	0%	-13	-3
CC(=O)c1cccc(NC(=S)NCc2ccco2)c1	-1%	0	2%	5	0%	2	0.4%	?	1%	-7	13
COc1ccccc1-c1sc2cc3c(cc2c1-c1ccc(O)cc1)OCO3	nt	nt	2%	-10	nt	-6	-0.8%	nt	nt	-10	nt
COC(=O)c1c(NC(=O)COC(=O)[C@@H](NS(=O)(=O)c2ccccc2)C(C)C)sc2c1CCC2	-1%	-4	-12%	-6	-1%	2	0.2%	?	-3%	0	2
COc1cc(CC(=O)O)c([N+](=O)[O-])cc1OC	0%	0	0%	-10	2%	-1	-0.5%	nt	0%	4	0
CC(=O)N(Cc1ccccc1)c1ccc(C(=O)O)cc1	4%	7	-2%	-5	1%	11	-0.6%	4%	2%	3	-4
CCN(CC)CCn1c2c(c(SCC(=O)Nc3cc(OC)cc(OC)c3)nc1=O)CCC2	nt	nt	-2%	-11	nt	?	0.2%	nt	nt	-8	-1
CCOC(=O)c1nnc(-c2ccccc2)nc1Sc1ccccc1Cl	0%	-3	-1%	-22	1%	-26	0.2%	8%	4%	0	16
Cc1cc(C(=O)COc2ccc(F)cc2Br)c(C)n1C1CC1	nt	nt	0%	7	nt	-4	-0.2%	nt	nt	-6	13
Cc1ccc(NC(=O)c2snc3ccc(Cl)cc23)cc1C	0%	0	5%	-23	-2%	11	-0.2%	?	-7%	-3	21
CCOC(=O)c1c(-c2cccc(N)c2)cn2ccccc12	0%	-2	6%	-2	1%	10	-0.2%	1%	0%	0	12
CCOc1ncccc1C(=O)NCc1cccc(OC)c1	-1%	-1	0%	8	?	1	0.3%	-2%	-1%	0	3
Cc1cc(NC(=O)c2cccc([N+](=O)[O-])c2)no1	nt	2	-1%	-2	-2%	-8	-0.2%	nt	-2%	-12	0
N=C1SCC(=O)N1c1ccccc1Cl	1%	3	3%	-16	16%	7	-0.3%	6%	nt	-20	-1
Cc1ccc(NC(=O)CSCC(=O)Nc2nnc(C3CC3)s2)cc1	nt	nt	2%	-18	nt	8	-0.2%	nt	nt	-7	-1
CCOc1ccc(S(=O)(=O)N2CCN(C(=O)Cc3ccc(S(=O)(=O)N4CCOCC4)s3)CC2)cc1	nt	nt	-2%	16	nt	-42	0.4%	nt	nt	2	-1
Cc1cc(C)nc(Nc2ccc(O)cc2)n1	5%	-1	0%	1	6%	-9	0.3%	-26%	nt	7	2
Cc1ccc(NC(=O)C(=O)N2CCCC2)cc1Cl	1%	0	-2%	5	0%	-15	2.4%	3%	-6%	3	3
COC(=O)c1ccc(C2/C(=C(\O)c3ccc(OC)c(C)c3)C(=O)C(=O)N2c2cc(C)on2)cc1 (stereo unspecified)	3%	9	3%	-11	2%	12	-0.5%	6%	-2%	4	1
C=CCOC(=O)CCCCCCCC	nt	nt	0%	4	nt	-10	0.1%	nt	nt	-3	-5
O=C(CSc1nnc(C2CC2)n1C1CC1)c1ccccc1F	nt	nt	2%	3	nt	-11	9.2%	nt	nt	-13	3
Cc1nnc(N(Cc2ccco2)C(=O)c2cccc(C#N)c2)s1	-1%	5	1%	11	-1%	-14	-2.1%	-8%	-1%	-1	21
COc1ccc(/C=N/Nc2ncnc(Cl)c2N)cc1OC	-2%	-3	2%	14	6%	-1	3.1%	23%	4%	-8	1
Cc1cc2occ(CC(=O)N(C)CC(=O)Nc3ccc(F)cc3)c2cc1C	nt	nt	0%	3	nt	0	-0.2%	nt	nt	1	20
COc1ccc(-n2nc(C(=O)NCC(=O)N3CCCC(C)C3)c3ccccc3c2=O)cc1 (stereo unspecified)	-1%	-1	-2%	-6	-6%	13	0.4%	?	-2%	-4	1
CC(C)NC(=O)Cn1c(SCC(=O)N2CCCc3ccccc32)nc2ccccc21	0%	0	-1%	-6	-4%	-3	-0.2%	9%	1%	-7	10
CCOc1ccc(N(Cc2ccccc2F)C2=NC3CS(=O)(=O)CC3S2)cc1 (stereo unspecified)	-1%	1	-1%	-3	24%	0	-0.1%	-7%	-9%	0	-2
COc1ccc(Br)cc1C(=O)Nc1ccc(O)cc1	-3%	-2	1%	-8	0%	-9	-0.1%	-6%	-3%	15	2
Cc1cccc(CCN2C(Nc3ccccc3)=NC[C@@H]2C)c1	nt	nt	1%	-4	nt	-3	-0.8%	nt	nt	15	5
CCc1ccccc1NC(=O)CC1CS(=O)(=O)CC1CC(=O)Nc1ccccc1CC (stereo unspecified)	2%	0	4%	5	0%	7	-0.7%	9%	2%	-7	2
COC(=O)c1ccc(OCc2nc(N)nc(N3CCOCC3)n2)cc1	0%	-2	1%	2	7%	4	-0.1%	-2%	-5%	0	2
Nc1nc(Sc2c([N+](=O)[O-])cc(C(F)(F)F)cc2[N+](=O)[O-])n[nH]1	1%	1	-6%	5	-6%	-1	-1.6%	nt	-26%	-2	nt
CCc1cccc2c(=O)c(C(=O)N3CCCCCC3)c[nH]c12	0%	-3	1%	20	5%	-32	-0.5%	13%	-8%	4	3
CC[C@]12c3[nH]c4ccc(Cl)cc4c3CCN1C(=O)[C@@H](CC(=O)NCC13CC4CC(CC(C4)C1)C3)C[C@@H]2C(=O)N1CCN(C(=O)C2CC2)CC1	nt	nt	-6%	0	nt	-10	0.2%	nt	nt	-13	nt
COc1ccc(CNC(=O)C2CC(=O)N(C3CCCCC3)C2)cc1 (stereo unspecified)	-8%	3	-2%	27	-1%	3	0.4%	-18%	1%	-10	0
Cc1cc(C)c(S(C)(=O)=O)c(Oc2ccc(C(C)(C)C)cc2)n1	-3%	0	3%	-1	1%	2	-0.3%	1%	0%	-19	11
COc1ccc(C(CNC(=O)CNC(=O)c2cc(OC)c(OC)c(OC)c2)N2CCOCC2)cc1 (stereo unspecified)	nt	nt	-1%	-3	nt	-3	-0.5%	nt	nt	23	0
COC(=O)c1oc2nc(C)cc(C)c2c1N	-1%	-4	0%	2	-3%	0	3.2%	-12%	2%	8	1
NC(=O)NC(c1ccccc1)c1ccccc1F (stereo unspecified)	1%	0	-1%	0	8%	-11	0.0%	14%	5%	0	0
O=c1nc2ccccn2c2ccc(S(=O)(=O)N3CCCCC3)cc12	-3%	-1	-1%	34[activator]	0%	16	-0.8%	1%	5%	-2	0
Cc1ccccc1NS(=O)(=O)c1ccc(C(=O)NCC2CCCO2)cc1 (stereo unspecified)	nt	nt	2%	11	nt	-19	-2.0%	nt	nt	15	-1
Cc1cc(C)cc(NC(=S)Nc2cccc3ccccc23)c1	-3%	nt	5%	-4	4%	-2	-1.2%	nt	2%	16	10
Cc1[nH][nH]c(=O)c1C=NCc1cccc(C(F)(F)F)c1	-3%	0	3%	-13	-3%	24	-0.1%	11%	-1%	12	?
O=C(c1cccc(S(=O)(=O)N2CCOCC2)c1)N1CCN(c2ccc(F)cc2)CC1	0%	2	-3%	-8	2%	-19	0.1%	3%	-1%	11	12
N#Cc1c(N2C(=O)Nc3ccccc3N2O)sc2c1CCCC2	-1%	-2	1%	17	-3%	25	-0.4%	-9%	0%	23	-2
CC(C)OCCCNC(=O)c1cn(C)c2ccc(S(=O)(=O)N3CCCC3)cc2c1=O	-6%	nt	1%	-8	3%	-35	0.2%	nt	nt	7	2
CC1(c2ccccc2)NC(=O)N(CC(=O)NC(=O)NC2CCCC2)C1=O (stereo unspecified)	2%	0	1%	4	8%	5	0.5%	-5%	1%	4	0
CCC(Cc1ccccc1)NC(=O)CN1C(=O)CSc2ncccc21 (stereo unspecified)	4%	-1	1%	2	3%	10	-0.4%	-2%	-2%	-3	5
CC(=O)Nc1nc(C)c(-c2nc3ccc([N+](=O)[O-])cc3[nH]2)s1	3%	1	1%	12	6%	3	0.5%	26%	nt	-5	0
O=C(COc1ccc(Cl)cc1)Nc1ccc2oc(=O)ccc2c1	-2%	-2	2%	-12	2%	-21	0.2%	10%	-9%	16	?

Assay outcomes as filed in PubChem BioAssay.
